# FN deposition inh – inhibitors of fibronectin matrix deposition, primary screen, AH1F cells, Alexa488-fibronectin fluorescence, plate reader; AH1F fibroblasts, overnight; inhibition, % at 12.6 µM; actives 0.086% (n = 350,000);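 active means mean inhibition across replicates of 30% or more, regardless of how many single replicates reach that level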;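 further: positive control wells lacked labelled fibronectin entirely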
#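 Material: AH1F fibroblasts assembling fluorescent fibronectin matrix; amount: 10000 AH1F cells/well; medium: DMEM, 2% serum; reagent: Alexa488-fibronectin, 24 nM final in well; dosing: single compound dose, delivered by pin transfer; incubation: 1 h adhesion, overnight exposure; detection: fluorescence after three HBSS washes, excitation 485 nm, emission 525 nm; measure: fibronectin deposition inhibition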
# CFTR F508del cor – F508del CFTR correction, initial screen, CFBE line, single point; CFBE cells, YFP halide quenching; stimulated with forskolin plus potentiator P3; % fluorescence drop versus neutral controls; activity (quench increase), % at 7.58 µM; actives 0.36% (n = 350,000);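 active means mean added fluorescence quench of at least 8% versus neutral control, with both replicates also reaching 8%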;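 further: cells transiently co-express mutant CFTR-F508del with the halide-sensitive YFP; corrector assay measuring rescue of mutant channel to the surface after 24 h compound exposure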
# GSIS activator – GLuc luminescence reporter in INS-1E cells, primary screen for activators of glucose-dependent secretion of insulin; activation, % at 16.6 µM; AID 743287, 2014; INS-1E GLuc reporter insulin secretion, 2-3 h; actives 0.61% (n = 370,000);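 active means lowest replicate activation of at least 40%, so every replicate reaches that level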;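 further: 0% = median of neutral control wells and 100% = median of IBMX positive control wells; some compounds called inactive have numbers as strong as hits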
# The depositor's hits bear a star.
# The opening 4 compounds, ahead of the listing:
# The line under a structure holds: FN deposition inh	CFTR F508del cor	GSIS activator
Cc1ccc(NCc2n[nH]c(=S)n2-c2cccc(Cl)c2)cc1
→ -5	1.0	7
CC1OC(C(C)(C)C)Cc2[nH][nH]c(=O)c21 (centres undefined)
→ -17	-7.3	36
Cc1cccc(-c2nc(CS(=O)CC(=O)NCCc3ccc(Cl)cc3)c(C)o2)c1 (centres undefined)
→ 2	-0.3	-37
COc1ccc(C(NC(=O)c2ccc(F)cc2)c2ccccc2)cc1 (centres undefined)
→ 4	2.7	-15

# The list itself, previewed entries included:
# The line under a structure holds: FN deposition inh	CFTR F508del cor	GSIS activator
Cc1ccc(NCc2n[nH]c(=S)n2-c2cccc(Cl)c2)cc1
→ -5	1.0	7
CC1OC(C(C)(C)C)Cc2[nH][nH]c(=O)c21 (centres undefined)
→ -17	-7.3	36
Cc1cccc(-c2nc(CS(=O)CC(=O)NCCc3ccc(Cl)cc3)c(C)o2)c1 (centres undefined)
→ 2	-0.3	-37
COc1ccc(C(NC(=O)c2ccc(F)cc2)c2ccccc2)cc1 (centres undefined)
→ 4	2.7	-15
CC1(C)CC(Cc2ccc(C(F)(F)F)cn2)N(C(=O)OC(C)(C)C)C1 (centres undefined)
→ -2	0.9	3
CCOC(=O)NC(=O)C(=CNc1ccc(C)cc1)C(=O)NC(=O)OCC
→ 5	-2.4	-1
CC[C@@H]1CC2=C(C(=O)OC(C)(C)O2)[C@@H](CC)O1
→ -3	-0.1	0
COc1ccc(N(CC(=O)Nc2ccc(F)cc2)S(=O)(=O)c2ccccc2[N+](=O)[O-])c(OC)c1
→ -24	2.8	-4
CCC(=O)NC[C@@H]1[C@@H](c2ccc(C3=CCCCC3)cc2)[C@@H](CO)N1CC1CC1
→ -3	2.4	-18
COc1cccc(CN2CCNC(=O)C2CC(=O)NCCc2nc(C)c(C)s2)c1OC (centres undefined)
→ -4	4.0	2
Cc1oc(-c2cccs2)nc1CN1CCN(CC(C)C)C(CCO)C1 (centres undefined)
→ -1	2.5	0
CCN1CCC(O)(/C=C/c2ccc(C(C)C)cc2)C(C(=O)/C=C/c2ccc(C(C)C)cc2)C1 (centres undefined)
→ 0	-2.2	24
CCOc1ccc(NC(=O)c2sccc2-n2cccc2)cc1
→ -23	-1.6	-10
CCNC(=O)CCSc1nnc(-c2ccco2)o1
→ 9	-0.7	-15
COC(=O)C[C@H]1C=C[C@H](NC(=O)Nc2ccccc2)[C@@H](CO)O1
→ 1	3.0	2
CCOC(=O)c1sc(=NC(=O)c2ccc(S(=O)(=O)N(C)c3ccccc3)cc2)n(C)c1C
→ -7	0.5	-5
CC(C)c1ccc(NC(=O)C2C3C=CC4(CN(Cc5cccnc5)C(=O)C24)O3)cc1 (centres undefined)
→ 2	3.2	3
COc1ccc2sc3cccc(NCCN(C)C)c3c(=O)c2c1
→ 1	12*	2
COc1ccc(C2=NN(c3ccccc3)C(=O)/C2=C\c2ccc(O)c(OC)c2)cc1
→ 7	0.5	2
COc1ccc(NC(=O)C(c2ccncc2)n2c(=O)c(-c3ccccc3)nc3ccccc32)cc1 (centres undefined)
→ -23	-0.2	3

# Retrieved one by one from the list above:
# The line under a structure holds: FN deposition inh	CFTR F508del cor	GSIS activator
CC(C)c1ccc(NC(=O)C2C3C=CC4(CN(Cc5cccnc5)C(=O)C24)O3)cc1 (centres undefined)
→ 2	3.2	3
COc1ccc(C(NC(=O)c2ccc(F)cc2)c2ccccc2)cc1 (centres undefined)
→ 4	2.7	-15
COc1cccc(CN2CCNC(=O)C2CC(=O)NCCc2nc(C)c(C)s2)c1OC (centres undefined)
→ -4	4.0	2
Cc1ccc(NCc2n[nH]c(=S)n2-c2cccc(Cl)c2)cc1
→ -5	1.0	7
CC1(C)CC(Cc2ccc(C(F)(F)F)cn2)N(C(=O)OC(C)(C)C)C1 (centres undefined)
→ -2	0.9	3

# Other results follow:
# The line under a structure holds: FN deposition inh	CFTR F508del cor	GSIS activator
O=C(COC(=O)c1cnccn1)Nc1ncc(Cl)cc1Cl
→ 0	3.2	5
COc1cccc(CC2(CO)CCCN(Cc3cn[nH]c3-c3ccc(F)cc3)C2)c1 (centres undefined)
→ -2	-0.5	-3
Cc1cc(/C=N/NC(=O)c2cccc([N+](=O)[O-])c2)c(C)n1-c1ccccc1
→ 2	1.8	15
N#Cc1ccsc1NC(=O)CCc1ccccc1
→ -11	0.1	3
CCOC(=O)C1(Cc2ccccc2)CCN(Cc2cn[nH]c2-c2ccccc2)CC1
→ -12	1.3	-23
Nc1ccc(Oc2cccc(Oc3ccc(N)cc3)c2)cc1
→ 4	-4.1	-12
O=[N+]([O-])c1cccc(COc2ccccc2CO)c1
→ 7	-2.4	24
Brc1csc2ncccc12
→ 7	1.6	9
O=C1NC[C@H](CCCCN2CCN(CC3CCCCC3)C(=O)C2=O)N(CCC2CCCCC2)C1=O
→ -8	3.3	-5
NCCCCCC(=O)N/N=C/c1ccc2nccnc2c1
→ -5	-2.1	-6
O=C(C(=O)N1CCC(CNS(=O)(=O)Cc2ccccc2)CC1)c1cccs1
→ 6	-1.5	3
CCNC(=S)N/N=C/c1cc(C)ccc1C
→ -3	1.0	-3
FC(F)(F)c1nnc2ccc(Sc3ccccn3)nn12
→ 1	1.2	-1
O=C(Cn1cnc2ccccc21)N/N=C/c1ccc([N+](=O)[O-])cc1
→ 1	-1.8	-8
COCc1cc(=O)[nH]c(SCC(=O)c2ccccc2)n1
→ -4	0.7	2
CS(=O)(=O)N1Cc2cc(C(=O)NCC3CCCCC3)nc(-c3cccc(-c4cccnc4)c3)c2[C@H]1CCO
→ -4	-1.3	-23
C[C@H](NC(=O)c1ccco1)C(=O)Nc1nc(-c2ccccn2)cs1
→ -4	-1.6	-7
Cc1ccccc1OCC(=O)Nc1nc2ccccc2[nH]1
→ -10	0.8	11
COC(=O)c1sccc1NC(=O)c1ccccc1Br
→ -6	0.4	6
CCCn1c(N)c(C(=O)CSc2ncnc3sccc23)c(=O)n(C)c1=O
→ 2	1.7	7
Cc1ccc(Nc2nc(N)nc(N)c2N=O)cc1Cl
→ 8	-9.1	4
O=S1(=O)N[C@@H](Cc2ccccc2)COc2cc(N3CCC[C@@H]3CO)ccc21
→ -3	-0.6	-8
Cc1ccc(-c2nc3c(c(=O)[nH]c(=O)n3Cc3ccccc3)n2Cc2ccccc2)o1
→ 7	-2.6	-27
CCn1c(=O)oc2cc(NC(=O)CCl)ccc21
→ 8	-9.7	-5
CC1Cc2ccccc2N1C(=O)CSc1nc(-c2ccccc2)cs1 (centres undefined)
→ 0	1.3	6
COCCCNC(=O)C[C@@H]1C[C@@]2(C(=O)OC)CCCCC=C2N(CCc2ccc(OC)c(OC)c2)C1=O
→ 14	-3.5	-4
CCCCC[C@@H](C)N1C[C@H](COCc2ccccc2)Oc2cc(N3CC[C@@H](O)C3)ccc2S1(=O)=O
→ -11	1.7	-16
Fc1ccc(N2CCN(c3nc(CN4CCOCC4)nc4scc(-c5ccccc5)c34)CC2)cc1
→ -39	1.2	-13
CC[n+]1ccc(/C=C/c2ccc(N(C)C)cc2)c2ccccc21
→ -21	-6.9	-72
N#Cc1cccc(-c2ccc(C3[C@H]4CNC[C@@H]3N4S(=O)(=O)Cc3ccccc3)cc2)c1 (some centres undefined)
→ -8	-1.5	4
COc1ccccc1C(=O)Nc1ccc(C2=NNC(=O)CC2C)cc1 (centres undefined)
→ -6	2.2	33
COc1ccccc1CN1C(=NC(=O)C2CCCCC2)SC2CS(=O)(=O)CC21 (centres undefined)
→ -2	-0.9	18
CCC1CCCCN1C(=O)c1cc(COc2ccc3ncccc3c2)on1 (centres undefined)
→ 2	-0.2	-39
CN(C)Cc1n[nH]c(=O)c2ccccc12
→ 5	-0.8	2
CCN(CC(=O)NCc1ccc(Cl)cc1)C(=O)c1cccc(S(=O)(=O)Nc2ccc(OC)cc2)c1
→ 4	-1.9	-9
Cc1cc2ccccn2c1C(=O)Nc1ccccc1
→ -20	1.5	-5
O=[N+]([O-])c1ccc2nc(-c3ccc(Cl)cc3)[nH]c2c1
→ -13	3.1	-7
CCOC(=O)CN1C(=O)[C@]2(OCCC=C[C@H]2C)c2cc(OC)ccc21
→ -7	-1.4	28
COc1ccc(C(C2C(=O)CC(C)(C)CC2=O)C2C(=O)CC(C)(C)CC2=O)cc1
→ -2	1.4	-5
CSCCC(NC(=O)COc1ccccc1)C(=O)OCCOc1ccc(F)cc1 (centres undefined)
→ -4	-2.6	-18
NC(=O)c1nc(-c2ccccc2)c(-c2ccccc2)[nH]c1=O
→ -15	0.4	-9
CCCCc1c(-c2ccccc2OC)ncn1Cc1cccc(-c2ccccc2)c1
→ -18	-1.7	-15
NS(=O)(=O)c1ccc(OCCCN2CCC(C(O)(c3ccccc3)c3ccccc3)CC2)cc1
→ 5	2.0	-13
Cc1c(CCOC(=O)c2ccc(Cl)cc2Cl)sc[n+]1CC(=O)c1ccccc1
→ 2	-2.4	-16
CCOC1=C/C(=C/c2c(N)n3nc(S(=O)(=O)CC)sc3nc2=O)C=CC1=O
→ 8	9.9*	-13
COC(=O)C1=C(C)N(Cc2ccc(F)cc2)C(=S)NC1c1cccc(Br)c1 (centres undefined)
→ -7	1.0	-14
Cc1csc2c(NCCCN3CCOCC3)ncnc12
→ -1	-1.4	16
COc1ccc(C(=O)Nc2cc(OC)c(Cl)cc2OC)cc1
→ -2	0.2	15
Cc1ccc(C(C(=O)NC(C)(C)C)N(Cc2ccc3c(c2)OCO3)C(=O)c2ccc(CN3CCOCC3)o2)o1 (centres undefined)
→ 2	0.6	8
CCCN1CCCCC(NC(=O)c2ccc(Cl)cc2Cl)C1=O (centres undefined)
→ 6	1.9	18

# The list goes on:
# The line under a structure holds: FN deposition inh	CFTR F508del cor	GSIS activator
Cc1ccc(N2CC(NC(=O)C(=O)c3c[nH]c4ccccc34)CC2=O)cc1C (centres undefined)
→ 1	-3.4	-13
O=C(NNC(=S)NC1CCCCC1)c1ccc(Cl)s1
→ 2	-2.4	-27
CCC1(c2ccc(F)cc2)NC(=O)N(CC(=O)Nc2ccc(C)c(S(=O)(=O)N3CCOCC3)c2)C1=O (centres undefined)
→ 4	1.2	-35
CC(C)N(C[C@@H]1N[C@H](CO)[C@@H]1c1ccc(C2=CCCC2)cc1)C(=O)C1CC1
→ -7	-0.9	3
C/C=C/c1ccc([C@H]2[C@@H](CO)N(C(C)=O)[C@H]2CN(CCOC)C(C)=O)cc1
→ -18	0.5	-2
COc1ccc2nc(NN=Cc3cccc(C)n3)cc(C)c2c1
→ 4	-2.6	38
C/C=C/c1ccc([C@H]2[C@@H](CO)N(CC3CC3)C23CN(C(=O)COC)C3)cc1
→ 23	-0.6	-8
O=C(COC(=O)c1ccc(Br)o1)NC1CCCCC1
→ -6	-3.5	-6
CCCCNC(=O)N1CCN(C/C=C/c2ccccc2)CC1
→ -7	-2.6	4
CCOC(=O)N1CCC(=NNC(N)=O)CC1
→ -14	-3.2	2

# The closing two compounds of the section above open the next one.
# The line under a structure holds: FN deposition inh	CFTR F508del cor	GSIS activator
CCCCNC(=O)N1CCN(C/C=C/c2ccccc2)CC1
→ -7	-2.6	4
CCOC(=O)N1CCC(=NNC(N)=O)CC1
→ -14	-3.2	2
COC(=O)C1=C(C(=O)OC)C(c2ccc(OC)c(OC)c2)c2sc(=O)[nH]c2S1 (centres undefined)
→ 8	2.3	-22
Oc1ccc(-c2nncn2-c2ccccc2)cc1
→ -8	0.6	16
Cc1nc2ccc(NC(=O)CCS(=O)(=O)c3ccccc3)cc2s1
→ 1	-0.7	4
CSCCC(C(=O)NCc1ccccc1)n1c(C2CCN(C(C)=O)CC2)nc2ccccc21 (centres undefined)
→ 1	3.3	24
O=C(NNC(=O)c1ccncc1)Nc1cccc([N+](=O)[O-])c1
→ 2	-0.9	3
C=CCSc1nnc(CC(OC)OC)n1-c1ccccc1
→ 5	2.4	0
Nc1nnc(SCC(=O)OCC(=O)Nc2ccc(Br)cc2F)s1
→ -1	1.1	-34
O=C(NCCc1ccccc1)C(=O)Nc1ccc2c(c1)OCCO2
→ 4	-1.7	9
CCN(Cc1ccccc1)C(=O)COC(=O)CNC(=O)c1ccc(C)s1
→ -7	-3.1	7
CC1CCCC(NC(=O)CCNC(=O)c2ccccc2Cl)C1C (centres undefined)
→ -8	-2.2	10
Cc1cccc(C)c1NC(=O)C(c1ccc(C#N)cc1)n1c(=O)c(-c2ccccc2)nc2ccccc21 (centres undefined)
→ 14	-0.7	12
CCCCn1c(N)c(N(CCOC)C(=O)CSc2nnc(-c3ccncc3)n2CCC)c(=O)[nH]c1=O
→ -8	-4.0	9
CN(C)C=Nc1nc2ccccc2nc1N1CCCC1
→ 2	0.0	9
CCCCCCCc1n[nH]c(=S)n1Cc1ccccc1
→ -16	-1.9	-22
C=CCn1c(SCC(=O)Nc2ccc(F)cc2)nc2cc(C(=O)O)ccc2c1=O
→ 0	2.3	-12
O=c1ccc(OCCOc2ccccc2)nn1-c1ccccc1
→ 8	0.8	5
CN(C)c1ccc(C=NNC(=O)c2cccnc2)cc1
→ 1	-1.8	-4
CS/C(=C\[N+](=O)[O-])Nc1ccc(C)cc1
→ -8	2.8	1

# High-throughput results as filed in PubChem BioAssay.

# An excerpt (hit frequency here may not be typical).
